# Glioma ERSR ind = qHTS for Inducers of the Endoplasmic Reticulum Stress Response (ERSR) in Human Glioma: qHTS. U87-MG GRP78 promoter luciferase reporter, 16 h. Potency, µM, for the others: at the top dose activation, most hits filed as activators. 420,000 tested, 0.02% active; note: potency is the fitted concentration of half-maximal effect; series mostly up to about 76 µM; % of control where 0% means no effect; nearly all actives have a fitted effect of over 35% in size
#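 Stably transfected U87-MG glioma cells carrying a GRP78-based luciferase sensor; 16 h compound incubation. Luminescence end-point read 10 min after Bright-Glo addition at room temperature.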
# Vif-A3F inh = qHTS for Inhibitors of Vif-A3F Interactions: qHTS. HeLa A3F-eYFP + Vif (tagged APOBEC3F with the HIV-1 protein that degrades it), YFP fluorescence increase. 390,000 tested, 0.2% active. Potency, µM (doses to about 46.1 µM), for the others: top-dose activity, negative = active; note: potency is the fitted concentration of half-maximal effect; % of control where 0% means no effect; nearly all actives have a fitted effect of over 65% in size
#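 Fluorescence increase (Ex 488/Em 500-530) after overnight compound treatment at 37 deg C flags inhibition of Vif-driven A3F-eYFP loss in stable HeLa A3F-eYFP/Vif cells seeded overnight beforehand.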
# Vif-A3G inh = qHTS for Inhibitors of Vif-A3G Interactions: qHTS; DNA dC->dU-editing enzyme APOBEC-3G (Homo sapiens), Q9HC16; HeLa A3G-eYFP + Vif (tagged APOBEC3G with the HIV-1 protein that degrades it), YFP fluorescence, overnight; Potency, µM (titrated, usually from 46.1 µM), inactives show top-dose activity, negative = active, most hits filed as inhibitors; 410,000 tested, 0.076% active;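 note: potency is the fitted concentration of half-maximal effect; % is set by controls: 0 for no effect and ±100 for the full control effect; nearly all actives have a fitted effect of over 60% in size; hits raise eYFP signal because A3G escapes Vif-driven loss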
#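 HeLa cells stably expressing Vif and C-terminally eYFP-tagged A3G, seeded overnight at 37 deg C, then exposed to compound by pintool overnight at 37 deg C. Rise in yellow fluorescence (Ex 488/Em 500-530, Acumen) marks blocked Vif-driven A3G degradation.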
# ERG-DNA inh = qHTS for Small Molecule Inhibitors of the ERG Ets/DNA interaction. Transcriptional regulator ERG (Homo sapiens), P11308. fluorescence polarization, His-ERG Ets domain / labelled DNA. Potency, µM (series often up to 76.9 µM), for the others: at the top dose FP activity, negative = inhibition, usual class: inhibitors. 370,000 tested, 0.028% active. AID 624246, 2012; active = well fitted inhibition curve with a large enough effect in the polarisation, with a control signal flat; inconclusive = small, poorly fitted or top-dose-only effect, or effect the other way, or a change in a side signal; inactive = no such curve, though single readings can be large or run the other way; the % refers to the polarisation;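 note: polarization taken with two DNA probes labelled with fluorescein and Texas red; potency is the fitted concentration of half-maximal effect; % of control where 0% means no effect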
#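 His-tagged ERG Ets domain (1 uM in the protein solution; 300mM KCl, 50mM Tris-HCl, 1mM EDTA, 1mM DTT, pH 7.5) received compound, then a probe mix of 5 nM fluorescein-DNA and 100nM Texas-615-DNA. Fluorescence polarization was read for both dyes.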
# D2 ag = HTS Assay for Allosteric Agonists of the Human D2 Dopamine Receptor: Primary Screen for Agonists. 340,000 tested, 0.53% active. HEK293 T-REx D2 cells, calcium flux agonist mode. activation, % at 2 µM. AID 485358, 2010;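 active = activation over 3 SD above normal in the single-dose calcium agonist read, cut at about 30% in these data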; note: 0% is about no effect
#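 In this primary screen, compounds producing a positive calcium signal within 180 s of addition to tetracycline-induced, force-coupled HEK293 Trex D2 cells are flagged; cells are dye-loaded with a no-wash calcium kit beforehand.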
# 12-LOX inh = Primary qHTS assay for inhibitors of human arachidonate 12S-lipoxygenase (ALOX12): Round 2; purified 12hLO, xylenol orange hydroperoxide absorbance; Polyunsaturated fatty acid lipoxygenase ALOX12 (Homo sapiens), P18054; Potency, µM (highest dose often 108 µM), without a hit: at the top dose activity change, negative = inhibition, usual class: inhibitors; 580,000 tested, 1.1% active; note: potency is the fitted concentration of half-maximal effect; % is set by controls: 0 for no effect and ±100 for the full control effect
# Target sequence (P18054 whole entry, looked up): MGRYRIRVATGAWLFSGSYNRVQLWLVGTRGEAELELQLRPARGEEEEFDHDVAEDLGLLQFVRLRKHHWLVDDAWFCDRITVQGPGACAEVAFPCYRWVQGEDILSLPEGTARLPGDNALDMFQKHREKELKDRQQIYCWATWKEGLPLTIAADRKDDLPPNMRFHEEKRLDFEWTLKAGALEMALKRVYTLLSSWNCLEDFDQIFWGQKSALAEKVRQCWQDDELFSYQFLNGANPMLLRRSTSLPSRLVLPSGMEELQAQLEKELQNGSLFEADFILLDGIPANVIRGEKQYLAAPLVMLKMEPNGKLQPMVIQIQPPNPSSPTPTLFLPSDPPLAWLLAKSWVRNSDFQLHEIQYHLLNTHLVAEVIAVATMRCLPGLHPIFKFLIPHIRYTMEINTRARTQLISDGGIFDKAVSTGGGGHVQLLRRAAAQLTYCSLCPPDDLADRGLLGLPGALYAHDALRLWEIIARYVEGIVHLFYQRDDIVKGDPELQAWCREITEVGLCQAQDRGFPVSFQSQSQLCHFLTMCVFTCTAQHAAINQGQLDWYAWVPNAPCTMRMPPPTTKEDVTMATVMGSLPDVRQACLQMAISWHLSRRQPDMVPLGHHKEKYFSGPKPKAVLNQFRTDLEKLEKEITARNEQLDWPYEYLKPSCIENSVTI
#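 Hydroperoxide product was detected by ferrous iron/xylenol orange as the 573 to 405 nm absorbance ratio. Arachidonic acid at 40 uM (final) was turned over for 30 min at room temperature by 150 nM human 12hLO, pH 7.0 Hepes buffer, after 15 min compound preincubation.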
# RGS4 inh = Inhibitors of Regulator of G Protein Signaling (RGS) 4: qHTS; Transcreener GDP fluorescence polarization, RGS4-accelerated GTP hydrolysis; 390,000 tested, 0.039% active; AID 504845, 2011; Potency, µM (doses to about 114 µM), inactives show top-dose activity change, negative = inhibition, most hits filed as inhibitors; note: potency is the fitted concentration of half-maximal effect; % is set by controls: 0 for no effect and ±100 for the full control effect; nearly all actives have a fitted effect of over 75% in size; some results filed as inactive show a strong effect at the top dose
# Target sequence (P49798 whole entry, looked up): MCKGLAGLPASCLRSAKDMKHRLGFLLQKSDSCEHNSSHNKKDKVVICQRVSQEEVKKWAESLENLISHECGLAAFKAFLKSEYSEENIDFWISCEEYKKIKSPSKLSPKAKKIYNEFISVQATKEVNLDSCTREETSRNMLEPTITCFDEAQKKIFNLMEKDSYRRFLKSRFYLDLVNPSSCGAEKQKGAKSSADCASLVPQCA
#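 MLSMR compounds (23 nl, pin-transferred) preincubated 10 min at room temperature with a 500nM (2x) first reagent, then RGS4 at 900nM (2x) plus Transcreener GDP mix added; fluorescence polarization (620/688 nm) read before and after 90 min at 30 °C.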
# D2 antag = HTS Assay for Allosteric Antagonists of the Human D2 Dopamine Receptor: Primary Screen for Antagonists; D(2) dopamine receptor (Homo sapiens), P14416; 340,000 tested, 2% active; inhibition, % at 10 µM; HEK293 TREx D2 cells, calcium flux, dopamine EC80; AID 485344, 2010; in the data active = inhibition above about 30%; note: 0% is about no effect
#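 Dopamine at EC80 is the agonist stimulus; test compounds precede it by 180 s. Calcium flux read kinetically in a force-coupled, inducible HEK293 T-REx D2 cell line.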
# LDHA inh = qHTS assay for inhibitors of human lactate dehydrogenase; purified LDHA, NADH/diaphorase-resazurin fluorescence; hits give low values; AID 1347041, 2019; L-lactate dehydrogenase A chain (Homo sapiens), P00338; 480,000 tested, 0.15% active; activity change, % (values are at about 110 or 230 µM); in the data active = activity change below about -30%; inconclusive = mostly about -25% to -30%;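 note: plate controls were DMSO wells for no effect and wells without enzyme for full effect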
#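 Human LDH5 (2 nM) was incubated with 0.06 mM NADH and 0.2 mM pyruvate for 5 min at room temperature in Tris pH 7.4. Remaining NADH was coupled through diaphorase/resazurin, and resorufin fluorescence was read at 0 and 20 min.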
# Numbers without * were called inactive; i = inactive; u = inconclusive; x = no result given; [ ] = another dose, or the depositor's remark. Unless noted, calls come from the whole dose curve; as a rule, active = well fitted curve in the direction sought with a large enough effect; inconclusive = small, poorly fitted or top-dose-only effect, or another doubt; inactive = no such curve, though single readings can be large; an effect the other way counts as inactive or inconclusive. The list is partial; the hit share may differ from the screen's.
# Results follow in this order: Glioma ERSR ind, Vif-A3F inh, Vif-A3G inh, ERG-DNA inh, D2 ag, 12-LOX inh, RGS4 inh, D2 antag, LDHA inh
O=S(=O)(Cc1ccccc1)Nc1ccc(S(=O)(=O)NCC2CCCO2)cc1 (configuration not stated)
 : -5.9%, 2.0%, 0.9%, x, x, 17.5%, -9.4%, x, -1.7
Nc1nnc(SCC(=O)c2ccc([N+](=O)[O-])cc2)s1
 : 0.1%, -23.2%, -1.3%, 0.7%, 0.7, -23.0%, -16.6%, 8.5, -1.3
O=C(CN1CCN(Cc2ccc3c(c2)OCO3)CC1)N1CCc2[nH]c3ccc(F)cc3c2C1
 : -7.5%, 1.0%, 3.8%, 2.7%, 19.0, 0.0%, -17.8%, -10.1, -4.8
COc1ccc(CC(=O)NCCc2ccc(Cl)cc2Cl)cc1
 : -1.4%, -2.1%, -1.1%, 11.7%, -0.3, 0.0%, -11.1%, -15.4, -10.2
COC(=O)c1ccc(-c2ccc(CNCC(O)c3ccccc3)o2)cc1 (configuration not stated)
 : -1.1%, -0.7%, -5.8%, x, 0.0, 25.6%, -17.8%, -4.4, 0.2
CCC(CC)c1nnc(NC(=O)C23CC4CC(CC(NC(C)=O)(C4)C2)C3)s1
 : 0.2%, 2.9%, -5.4%, 2.8%, 2.1, 7.6%, 12.2%, -3.1, -4.2
Cc1cccc(NC(=O)C2CCN(S(=O)(=O)c3cccc4nsnc34)CC2)c1C
 : -3.9%, 5.3%, 1.8%, -12.4%, 0.0, -13.9%, 3.4%, x, -6.8
O=C(OCCN1C(=O)c2cccc3c(N4CCOCC4)ccc(c23)C1=O)c1cccc(Cl)c1
 : -5.4%, u, u, -0.3%, 74.4*, x, 11.3%, 34.6*, -8.3
O=C(c1cccs1)N(c1ccc(Cl)cc1)C1C=CS(=O)(=O)C1 (configuration not stated)
 : -6.4%, 14.4%, -7.0%, -3.8%, 0.5, 0.0%, 5.6%, 8.1, -3.0
CCN1C(=O)C(F)(CC)C(=O)c2ccccc21 (configuration not stated)
 : -3.5%, 5.7%, 0.1%, 7.5%, 0.1, 3.8%, -21.3%, 7.4, -3.3
Cc1cccc(NC(=O)Cn2c(=O)n(CCCCCC(=O)NCc3ccc4c(c3)OCO4)c(=O)c3sccc32)c1
 : -4.0%, 1.2%, 6.0%, -4.6%, 0.3, -11.2%, i, x, -1.5
OC(CNCC1CCCCC1)COc1ccccc1 (configuration not stated)
 : -1.5%, 3.2%, 0.9%, -28.9%, 0.4, -17.6%, -19.6%, 46.5*, -4.0
Cc1nc(SCC(=O)c2ccc(F)cc2)c([N+](=O)[O-])[nH]1
 : -0.1%, -8.0%, -1.5%, 0.8%, 0.0, 35.5%[activator], -49.7%, -15.5, -2.9
Cc1ccc(NC(=O)c2nc[nH]c2C(=O)NCCCNC(=O)c2[nH]cnc2C(=O)Nc2ccc(C)cc2)cc1
 : 0.2%, 0.2%, -2.3%, -4.5%, x, x, 9.6%, x, 0.3
CN(C(=O)CN1C(=O)NC(c2ccccc2)(c2ccccc2)C1=O)C1CCS(=O)(=O)C1 (configuration not stated)
 : -4.0%, -0.4%, 2.1%, -12.8%, 0.7, -1.7%, -12.7%, -7.8, 1.6
O=c1[nH]c(N/N=C\c2ccc(F)cc2)nc2ccccc12
 : 0.2%, 1.6%, 0.1%, 2.3%, -0.1, 0.1%, -35.1%, 0.9, -1.2
COc1ccc(N2CC(O)=C(c3nc(-c4ccc(F)cc4)cs3)C2=N)cc1
 : -2.5%, 1.1%, -1.4%, 1.6%, -0.6, -6.1%, 3.5%, 9.5, -5.6
Cc1ccc(-c2nnc(N3CCN(C(=O)CN4C(=O)c5ccccc5C4=O)CC3)c3ccccc23)cc1
 : -1.8%, x, -2.1%, 1.3%, x, 0.0%, -2.8%, x, -3.2
Cc1ccccc1NC(=O)CN1C(=O)NC(C)(CCc2ccccc2)C1=O (configuration not stated)
 : -0.5%, 10.4%, -5.0%, 0.0%, 1.7, 0.0%, -14.7%, 6.5, -3.8
CCOc1ccc(CN2CCN(C(=O)c3ccco3)CC2)cc1
 : -2.9%, -7.0%, -1.7%, 16.1%, x, u, 5.0%, x, u
O=C(CSc1nnc(CNC(=O)c2ccccc2F)o1)NCc1ccccc1
 : -5.3%, -2.4%, 0.8%, 11.4%, -0.3, 0.8%, -19.6%, -8.0, -1.4
CC(=O)c1c(C)[nH]c(C(=O)Nc2cc(C)cc(C)c2)c1C
 : 4.4%, -3.4%, 2.2%, -5.1%, -1.1, x, -4.7%, 9.0, -5.8
Cc1ccsc1/C=N/NC(=O)c1ccc(-n2cccc2)cc1
 : 1.4%, 1.4%, 0.1%, u, -2.0, -7.3%, -8.4%, -2.9, -5.7
COc1ccc(CCNC(=O)c2cc3c(=O)n(C)c4ccccc4c3n2C)cc1OC
 : -0.8%, -9.1%, 0.5%, -17.6%, -2.0, -14.8%, -17.9%, 2.5, -2.9
C=CCn1c(C)cc(C(=O)COC(=O)c2ccc3c(c2)NC(=O)CS3)c1C
 : -3.9%, -17.6%, -15.3%, -4.8%, -0.3, 13.7%, -49.2%, -7.8, 5.7
COc1ccc(/C=C2/CSC/C(=C/c3ccc(OC)c(OC)c3)C2=O)cc1OC
 : -11.6%, u, u, x, x, -22.8%, -33.4%, x, -10.1
COc1ccccc1N1CCN(C2CCCN(C(=O)c3cc(C(C)C)on3)C2)CC1 (configuration not stated)
 : -1.9%, -7.7%, 3.1%, x, x, -0.3%, x, x, -8.6
Cc1ccc(C(=O)NCN2CCN(c3ccccc3)CC2)cc1
 : -4.5%, -5.8%, -0.3%, 7.0%, 2.3, 0.6%, -1.8%, -16.3, 1.5
CCc1ccc(-c2nn(Cc3ccccc3)cc2/C=C/C(=O)O)cc1
 : -4.9%, 3.8%, -8.5%, -4.2%, 1.4, 23.6%, 18.4%, 12.0, -5.7
COC(=O)c1ccc(NC(=O)CN2CCN(c3cccc(Cl)c3)CC2)cc1
 : 3.4%, -0.8%, -1.4%, -1.2%, 5.4, 0.2%, -12.9%, 14.7, -6.1
O=C(NCCN1C(=O)S/C(=C\c2cccnc2)C1=O)c1cc(S(=O)(=O)N2CCOCC2)ccc1F
 : -1.3%, -0.8%, 1.9%, 3.9%, 0.7, u, -6.5%, -10.0, 0.5
Cc1nc(SCC(=O)Nc2cc(S(=O)(=O)N3CCOCC3)ccc2Cl)nc(C)c1C
 : -1.0%, -2.6%, -6.5%, 0.8%, -0.4, 7.2%, -7.2%, -34.8, -11.0
Cc1cc(S(=O)(=O)N(Cc2ccc3c(c2)OCO3)CC2CCCO2)ccc1-n1cnnn1 (configuration not stated)
 : -4.8%, 2.3%, 1.3%, 2.1%, -0.4, 0.0%, -31.5%, -13.1, -2.9
Cc1nc(NC(=O)c2ccc(Cl)cc2)sc1Cc1ccc2c(c1)OCO2
 : -7.8%, -0.1%, u, -9.5%, 1.3, u, u, 4.7, -0.5
CC(CNC(=O)c1ccco1)NC(=O)c1ccco1 (configuration not stated)
 : -0.8%, -15.1%, 4.7%, 1.5%, 0.7, -6.9%, 12.4%, -11.8, -9.2
CC(=O)c1c(C)[nH]c(C(=O)OCC(=O)NCc2ccc(Cl)cc2)c1C
 : -5.6%, -8.7%, -5.9%, -6.5%, -0.9, 0.0%, 7.2%, -29.6, -0.4
O=C(NC(=S)Nc1ccccc1O)c1cccnc1
 : 5.1%, u, 1.2%, 4.8%, 0.4, -14.1%, -38.8%, -13.0, 3.2
O=C(Cc1ccc(Cl)cc1)NCCc1cnc[nH]1
 : -1.3%, 7.2%, 2.4%, 9.6%, 0.1, 291.0%[activator], -13.9%, -7.4, -6.8
C/C(=N\Nc1ccccn1)c1ccc(S(=O)(=O)NCc2ccco2)cc1
 : 0.8%, -10.4%, -10.5%, -18.7%, -0.6, -5.2%, 5.8%, 7.0, 6.6
CCOC(=O)CSc1ncc(-c2ccccc2)nn1
 : -0.3%, -1.8%, 0.7%, -8.0%, 0.2, 18.2%, 7.7%, 2.6, -3.3
COC(=O)c1ccc(CNC(=O)c2ccc(S(=O)(=O)N(C)c3ccccc3OC)cc2)cc1
 : 2.8%, 11.2%, 8.7%, -4.4%, 0.5, 0.6%, 16.4%, 48.6*, -1.2
O=C1CC(c2cccc(F)c2)c2c(n3ncnc3[nH]c2=O)N1 (configuration not stated)
 : -3.2%, 6.7%, 3.0%, -2.0%, 0.4, u, -15.3%, x, -12.2
CCCN1C(=O)c2ccccc2NC1c1ccc(OC)cc1O (configuration not stated)
 : 1.8%, 0.8%, 2.8%, -12.8%, -0.2, 6.1%, -27.1%, -10.9, 1.5

# Screening results (PubChem BioAssay)
